GRP78 ERSR act = qHTS for Inducers of the Endoplasmic Reticulum Stress Response (ERSR) in Human Glioma: qHTS; U87-MG GRP78 promoter luciferase reporter, 16 h; Potency, µM, for inactives: at the top dose activation, hits mostly activators; 420,000 compounds, 0.02% hits; note: potency is the fitted concentration of half-maximal effect; series mostly up to about 76 µM; % of control where 0% means no effect; nearly all actives have a fitted effect of over 35% in size
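ERSR induction read as luciferase luminescence (Bright-Glo, 10 min at room temperature) in stably transfected human U87-MG glioma cells exposed to compounds for 16 h, using GRP78 as sensor.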
LDHA inh = qHTS assay for inhibitors of human lactate dehydrogenase; activity change, % (values are at about 110 or 230 µM); 480,000 compounds, 0.15% hits; purified LDHA, NADH/diaphorase-resazurin fluorescence; stronger effect = lower value; in the data active = activity change below about -30%; inconclusive = mostly about -25% to -30%;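 note: plate controls were DMSO wells for no effect and wells without enzyme for full effect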
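Human LDH5 (2 nM) was incubated with 0.06 mM NADH and 0.2 mM pyruvate for 5 min at room temperature in Tris pH 7.4. Remaining NADH was coupled through diaphorase/resazurin, and resorufin fluorescence was read at 0 and 20 min.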
APEX1 inh = qHTS Assay for Inhibitors of the Human Apurinic/apyrimidinic Endonuclease 1 (APE1); DNA repair nuclease/redox regulator APEX1 (Homo sapiens), P27695; recombinant APE1, TAMRA/BHQ-2 abasic DNA cleavage fluorescence; Potency, µM (series often up to 65.8 µM), inactives show at the top dose activity change, negative = inhibition, actives largely listed as inhibitors; 350,000 compounds, 0.35% hits;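 note: potency is the fitted concentration of half-maximal effect; plate controls were vehicle for no effect and reference inhibitor for full effect; nearly all actives have a fitted effect of over 55% in size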
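0.75 nM APE1 + cpd, 15 min RT; start w/ 50 nM TAMRA/BHQ-2 THF-abasic dsDNA; kinetic fluor 525/598 nm ×3 reads @60 s; Δ(read3−read1); normalized to DMSO and NSC13755 control wells.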
Pol iota inh = qHTS for Inhibitors of Polymerase Iota | DNA polymerase iota (Homo sapiens), Q9UNA4 | Pol iota fluorescent replication assay, 10 min | Potency, µM (highest dose often 115 µM), for inactives: at the top dose activity, negative = inhibition, hits mostly inhibitors | 390,000 compounds, 1% hits | AID 588590, 2011; note: potency is the fitted concentration of half-maximal effect
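Pol iota at 10 nM preincubated 15 min with compounds at room temperature; reaction started with fluorescent substrate, 50 nM final. Fluorescence read kinetically at 0 and 10 min; buffer-only wells as negative control.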
BLM helicase inh = qHTS Assay for Inhibitors of Bloom's syndrome helicase (BLM); RecQ-like DNA helicase BLM (Homo sapiens), P54132; recombinant BLM DNA unwinding, fluorescence dequenching; Potency, µM (series often up to 56.1 µM), for the others: at the top dose activity change, negative = inhibition, most hits filed as inhibitors; 350,000 compounds, 0.2% hits; AID 2528, 2010;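 note: potency is the fitted concentration of half-maximal effect; plate controls were vehicle for no effect and no enzyme for full effect; nearly all actives have a fitted effect of over 35% in size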
Pol beta inh = qHTS Assay for Inhibitors of DNA Polymerase Beta; Pol beta primer extension/strand displacement, fluorescence kinetic; 340,000 compounds, 1.3% hits; P06746; Potency, µM (doses to about 114 µM), without a hit: at the top dose activity change, negative = inhibition, actives largely listed as inhibitors; note: potency is the fitted concentration of half-maximal effect; % is set by controls: 0 for no effect and ±100 for the full control effect
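Human Pol beta at 10 nM; strand-displacement substrate 50 nM final. Compound exposure 15 min at room temperature before start, reaction 10 min at room temperature.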
Pol eta inh = qHTS for Inhibitors of Polymerase Eta; Potency, µM (series often up to 114 µM), inactives show top-dose activity change, negative = inhibition, actives largely listed as inhibitors; DNA polymerase eta (Homo sapiens), Q9Y253; 390,000 compounds, 1.2% hits; recombinant Pol eta, fluorescent DNA replication assay; note: potency is the fitted concentration of half-maximal effect; % is set by controls: 0 for no effect and ±100 for the full control effect
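Pol eta at 10 nM preincubated with compounds 15 min at room temperature; reaction started with fluorescent substrate (50 nM final) and read kinetically at 0 and 10 min.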
Pol kappa inh = qHTS for Inhibitors of Polymerase Kappa; Potency, µM (doses to about 107 µM), for inactives: top-dose activity, negative = inhibition, usual class: inhibitors; 400,000 compounds, 0.53% hits; purified Pol kappa, fluorescent DNA synthesis assay, 10 min; note: potency is the fitted concentration of half-maximal effect; % is set by controls: 0 for no effect and ±100 for the full control effect
Target sequence (Q9UBT6 whole entry, looked up): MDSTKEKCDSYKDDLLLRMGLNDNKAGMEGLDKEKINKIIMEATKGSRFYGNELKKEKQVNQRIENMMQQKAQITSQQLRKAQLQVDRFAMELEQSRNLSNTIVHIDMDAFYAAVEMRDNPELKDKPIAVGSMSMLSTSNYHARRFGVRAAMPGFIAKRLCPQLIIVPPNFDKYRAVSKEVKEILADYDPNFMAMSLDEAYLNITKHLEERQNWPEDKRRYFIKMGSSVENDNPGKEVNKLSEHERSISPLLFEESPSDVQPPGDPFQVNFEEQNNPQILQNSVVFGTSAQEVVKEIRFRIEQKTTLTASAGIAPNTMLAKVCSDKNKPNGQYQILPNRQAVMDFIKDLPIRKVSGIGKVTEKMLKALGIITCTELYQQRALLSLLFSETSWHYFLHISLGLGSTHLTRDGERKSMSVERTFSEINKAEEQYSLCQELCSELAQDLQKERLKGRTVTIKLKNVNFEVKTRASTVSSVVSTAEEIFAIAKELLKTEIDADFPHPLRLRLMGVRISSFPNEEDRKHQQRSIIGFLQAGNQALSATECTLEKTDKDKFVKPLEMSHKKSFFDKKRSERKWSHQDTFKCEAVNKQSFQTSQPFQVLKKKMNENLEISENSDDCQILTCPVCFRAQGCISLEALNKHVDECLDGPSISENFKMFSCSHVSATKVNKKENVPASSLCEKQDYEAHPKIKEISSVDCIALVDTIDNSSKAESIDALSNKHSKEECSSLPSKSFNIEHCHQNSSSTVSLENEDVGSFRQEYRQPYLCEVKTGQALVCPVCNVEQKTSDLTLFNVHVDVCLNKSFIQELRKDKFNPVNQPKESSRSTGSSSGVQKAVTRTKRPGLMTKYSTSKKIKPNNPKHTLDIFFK
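50 nM final substrate added after 15 min RT preincubation of 10 nM Pol kappa with compound; fluorescence read at 0 and 10 min.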
Apoferritin bind = qHTS Assay for Identification of Novel General Anesthetics; Potency, µM (highest dose often 77.5 µM), for inactives: at the highest dose activity change, negative = displacement, actives largely listed as inhibitors; 350,000 compounds, 0.074% hits; apoferritin/1-aminoanthracene competitive binding, fluorescence; Ferritin light chain (Equus caballus), P02791; note: potency is the fitted concentration of half-maximal effect; % is set by controls: 0 for no effect and ±100 for the full control effect; nearly all actives have a fitted effect of over 20% in size
Target sequence (P02791 2-175 limits assumed): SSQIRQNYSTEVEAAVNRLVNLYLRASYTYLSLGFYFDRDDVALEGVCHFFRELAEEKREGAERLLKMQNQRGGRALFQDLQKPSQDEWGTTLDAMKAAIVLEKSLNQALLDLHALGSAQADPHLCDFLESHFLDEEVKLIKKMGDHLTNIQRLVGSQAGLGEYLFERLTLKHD
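Steps: apoferritin (10 uM) was premixed with half-saturated 1-AMA in PBS, compounds were pin-transferred, plates stood 10 min at room temperature, fluorescence was read at 380/535 nm, and curves were fitted with a Hill equation.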
Active calls of the source: *; ? = inconclusive; . = not tested or not shown; [ ] = remark or other dose. Unless noted, calls come from the whole dose curve; as a rule, active = well fitted curve in the direction sought with a large enough effect; inconclusive = small, poorly fitted or top-dose-only effect, or another doubt; inactive = no such curve, though single readings can be large; an effect the other way counts as inactive or inconclusive.

compound	Apoferritin bind	GRP78 ERSR act	Pol iota inh	APEX1 inh	BLM helicase inh	Pol beta inh	Pol kappa inh	LDHA inh	Pol eta inh
COc1ccc(Br)cc1CN1CCN(C(=O)c2cccc(OC)c2OC)CC1	-8%	-4%	13%	11%	1%	-3%	1%	-19	-10%
O=C1COc2ccc(C(=O)COC(=O)c3cccnc3Cl)cc2N1	-6%	0%	?	-8%	-3%	5%	-14%	-5	11%
Cc1ccccc1NC(=O)Cc1nc(CSc2nnc(C3CCCCC3)n2N)cs1	?	3%	5%	-2%	0%	0%	-9%	-4	0%
CCCC(=O)N(C1CC(C)C(C#N)(C#N)C1(C#N)C#N)N(C)C (stereo unspecified)	2%	-19%	4%	5%	12%	11%	-7%	-13	2%
CCN(CC)CCC(C)OC(=O)c1ccc(O)cc1O (stereo unspecified)	-8%	5%	75%	-1%	3%	-8%	-12%	0	-1%
CCCN(CCC)CCCNS(=O)(=O)c1cc(Br)cc2c1N(C(C)=O)CC2	-11%	-5%	-4%	-7%	-8%	15%	8%	1	-13%
Cc1nc(-c2cccc(NC(=O)Nc3ccc([N+](=O)[O-])cc3)c2)no1	57%[activator]	5%	-10%	.	-25%	?	-8%[60.1 µM]	-6	-17%
CC(=O)c1ccc(N2CCN(S(=O)(=O)c3cc(-c4onc(C)c4C)ccc3C)CC2)cc1	-9%	-4%	-3%	.	-4%	26%	2%	-12	-1%
CC[C@H](C)[C@H](NS(=O)(=O)c1ccc(C)cc1)C(=O)N1CCC(C(=O)N[C@@H](C)C(=O)O)CC1	-15%	-4%	30%	-2%	2%	7%	-6%	-1	-5%
COc1ccccc1NCCC(=O)OCC(=O)Nc1ccccc1Cl	.	-3%	12%	6%	.	.	-4%	0	-13%
COc1ccc(S(=O)(=O)N2CCN(CC(=O)NC(Cc3ccccc3)C(C)=O)CC2)cc1 (stereo unspecified)	.	-3%	13%	0%	.	.	-5%	-5	-21%
Cc1ccc(-n2c(=O)[nH]cc(C(=O)Nc3ccc4c(c3)OCO4)c2=O)cc1C	-4%	-7%	?	-3%	0%	-3%	-8%	0	1%
CCCC(=O)Nc1ccc(N2CCN(S(C)(=O)=O)CC2)cc1	-12%	2%	11%	1%	-4%	2%	-17%	5	-21%
N/C(=N/O)c1ccccc1N1CCC(Cc2ccccc2)CC1	-16%	-5%	?	-9%	-11%	0%	-3%	-4	0%
COc1ccc2c(c1)C=C(CN1CCN(C(C)C)C(CCO)C1)CO2 (stereo unspecified)	-4%	-2%	20%	-1%	-1%	13%	4%	-6	-9%
CCN(Cc1nc(-c2cccc(C)c2)no1)C(=O)c1ccco1	-13%	6%	33%[activator]	32%[12.4 µM]	-4%	9%	-1%	-11	-7%
CC(C)(C)C(=O)NCCc1nc2ccccc2n1CC(=O)c1ccccc1	-12%	-7%	1%	-1%	1%	6%	2%	-5	-8%
O=C(COc1cc(F)ccc1[N+](=O)[O-])Nc1cccc(S(=O)(=O)NC2=NCCC2)c1	.	4%	0%	-11%	.	.	3%	-5	-13%
COC(=O)c1ccc(C2CC(=O)Nc3cc(OC)c(OC)cc32)cc1 (stereo unspecified)	-8%	1%	-3%	-4%	0%	-1%	-7%	-2	-9%
CCOCCCn1c(SCC(=O)Nc2ccc3[nH]c(=O)[nH]c3c2)nc2ccccc2c1=O	.	-5%	28%	-13%	.	.	-10%	-10	-11%
Cc1cccc(C(=O)NCC(=O)OCC(=O)c2cc(C)n(CC3CCCO3)c2C)c1 (stereo unspecified)	-8%	-4%	180%[activator]	-3%	-11%	-13%	-14%	-1	-20%
C#Cc1ccc([C@@H]2C=C(C(=O)O)O[C@H](OCCCCO)C2)cc1	-11%	-1%	?	?	-4%	28µM*	-39%	1	20µM*
COc1cc(C(CC(=O)Nc2cccc(C(C)=O)c2)N2Cc3ccccc3C2=O)cc(OC)c1OC (stereo unspecified)	-15%	-3%	17%	.	-1%	9%	0%	-5	-9%
Cc1c(N(C(=O)Nc2ccccc2)C2=NCC(C)S2)c(=O)n(-c2ccccc2)n1C (stereo unspecified)	-4%	5%	8%	19%	-3%	4%	0%	-8	-13%
CCC1=NN2C(=N)/C(=C\c3ccc(SCc4ccco4)o3)C(=O)N=C2S1	-24%	-2%	22µM*	?	?	13µM*	?	3	16µM*

Structures listed so far shown as hits in Pol iota inh:
molecule	Apoferritin bind	GRP78 ERSR act	Pol iota inh	BLM helicase inh	Pol beta inh	Pol kappa inh	LDHA inh	Pol eta inh
CCC1=NN2C(=N)/C(=C\c3ccc(SCc4ccco4)o3)C(=O)N=C2S1	-24%	-2%	22µM*	?	13µM*	?	3	16µM*

(cont.)
compound	Apoferritin bind	GRP78 ERSR act	Pol iota inh	APEX1 inh	BLM helicase inh	Pol beta inh	Pol kappa inh	LDHA inh	Pol eta inh
O=C(CSc1nc(=O)n(CCCN2CCOCC2)c2c1CCC2)Nc1ccccc1F	.	-3%	32%[activator]	-7%	.	.	3%	-5	-6%
CCCCC(=O)Nc1ccc(NCc2ccc(C)s2)cc1	-19%	1%	?	2%	-9%	7%	-5%	-1	-10%
COc1ccc(S(=O)(=O)Nc2ccccc2C(=O)N2CCCC2)cc1C	-6%	-1%	-11%	-10%	0%	66%	2%	-6	-3%
CCCCN1CC(=O)N2[C@H]3c4cc(Cl)ccc4OC[C@@H]3[C@H](c3ccccc3)[C@]2(C)C1=O	.	-4%	14%	19%	.	.	3%	3	-17%
Cc1ccc(CNC(=O)c2ccccc2N)cc1	?	1%	3%[58.9 µM]	-3%	0%	4%	-6%	-2	0%
COc1ccccc1NC(=O)CCN1C(=O)C2C3CCC(C3)C2C1=O (stereo unspecified)	-6%	-1%	0%	1%	-1%	23%	-5%	-6	-16%
CCOc1cccc(C2c3c(oc4cc(C)c(C)cc4c3=O)C(=O)N2c2nc(C)c(C)s2)c1 (stereo unspecified)	0%	-1%	11%	.	2%	?	-11%	-2	2%
O=C1OCCC=C1[C@@H](O)CCc1ccccc1	-11%[15.3 µM]	3%	.	0%[12.4 µM]	-1%[12.4 µM]	.	.	.	.
CC(C)NC(=O)C1CCN(C2CCN(Cc3ccc4cccc(F)c4n3)CC2)CC1	-10%	0%	14%	10%	2%	-13%	13%	-3	-7%
CCCOc1ccc(-c2cn3ccccc3n2)cc1	-17%	-12%	-19%	-3%	-12%	1%	-20%	0	3%
CCN(Cc1ccccc1)C(=O)COC(=O)c1cc(Cl)nc(Cl)c1	-19%	-5%	113%[activator]	4%	-1%	1%	4%	-5	12%
Cc1cc(C)nc(SCC(=O)N/N=C\C(Br)=C\c2ccccc2)n1	-17%	1%	41%[activator]	3%	-5%	-25%	6%	-2	-19%
CCOC(=O)C1=C(N)c2ccccc2CC1C1CCCC1 (stereo unspecified)	12%	-3%	30%[activator]	3%	-10%	25%	-1%	-1	-28%
Cc1ccccc1-c1nc(CN2CCC(C(=O)NC(C)C)CC2)c(C)o1	-3%	-2%	42%[activator]	.	-1%	25%	2%	-2	-21%
Cc1ccc(C(OCC(O)CNC(CO)C(O)c2ccc([N+](=O)[O-])cc2)c2ccccc2)cc1 (stereo unspecified)	?	-3%	47%[activator]	3%	-9%	3%	-6%	-9	-22%
O=C(COc1ccc(Br)cc1)NCCO	6%	1%	12%	-2%	1%	10%	-5%	-1	-6%
CC(C)(C)NC[C@H](O)COc1cccc2[nH]c(=O)[nH]c12	.	-2%	.	-1%	-1%	.	-6%[19.4 µM]	.	.
O=C(O)/C=C/c1cccnc1	0%	-5%	10%	-1%	-1%	-24%	-29%	-3	-11%
CC(Sc1nnc2ccccn12)C(N)=O (stereo unspecified)	0%	-2%	-19%	-5%	0%	22%	-17%	-2	-21%
CCCn1c(SCC(O)c2cccc(OC)c2)nc2ccccc21 (stereo unspecified)	4%	-1%	12%	.	2%	0%	-10%	-2	-26%
Cc1sc2nc(SCCO)n(-c3ccccc3)c(=O)c2c1C	-4%	-2%	-6%	11%	3%	8%	-17%	-8	-7%
Cc1cc(C)c(-c2csc(NC(=O)C3=NN(c4ccccc4)C(=O)CC3)n2)c(C)c1	-7%	-5%	-12%	-1%	-18%	3%[57.1 µM]	-9%	1	-9%
Cc1ccccc1CN(c1ccc(C(=O)N/N=C/c2ccc(OCC(N)=O)cc2)cc1)S(C)(=O)=O	-17%	1%	-3%	-8%	-7%	?	-9%	-13	4%
NS(=O)(=O)c1ccc(NC(=S)NCc2ccccc2)cc1	-11%	-4%	13%	-1%	1%	-1%	-9%	-10	-18%
O=C(CSc1nnc(C2COc3ccccc3O2)o1)N1CCOCC1 (stereo unspecified)	?	4%	-6%	0%	2%	-1%	0%	2	-15%
O=c1c2oc3ccccc3c2n(Cc2ccccc2Cl)c(=O)n1Cc1ccc2c(c1)OCO2	9%	-1%	18%	.	-4%	-13%	-17%	-3	-4%
C/C=C/C1=CC(=O)C[C@H](c2ccc(Cl)cc2)C1	.	-4%	0%	5%	.	.	1%	1	-14%
Cc1cc(C)cc(NC2=CC(=O)CC(c3ccco3)C2)c1 (stereo unspecified)	-18%	-3%	1%	-5%	-3%	-14%	-10%	-3	-15%
Cc1ccc(S(=O)(=O)NC(=O)NCc2ccco2)cc1	.	-3%	-12%	.	.	.	-14%	-1	-8%
COCCCn1nnnc1SCC(=O)Nc1nc(C)c(C)s1	-4%	4%	5%	-5%	1%	2%	-5%	1	-10%
O=C(CSCc1ccccc1)Nc1ccc2c(c1)OCO2	1%	1%	2%	3%	0%	-29%	-3%	1	-1%

Screens deposited in PubChem BioAssay by National Center for Advancing Translational Sciences (NCATS).

Some of the compounds tested, so the mix of outcomes need not match the whole.
